Source: PubChem
ARFGAP1 inhibitor: inhibits rat ARF GTPase activating protein 1; Q62848; 360,000 tested, 0.26% active; Arfgap1-stimulated ARF1 GTP hydrolysis, GDP FP detection; inhibition, % at 16.5 µM;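 active = inhibition above a per-plate limit, mean inhibition of low control wells plus 3 SD, cut at about 25% in these data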;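 note: 0% = DMSO wells with enzyme and 100% = wells lacking Arfgap1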
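System: truncated rat Arfgap1 GAP domain / Medium: HEPES-based buffer, pH 7.5 / Also added: N-terminally truncated human ARF1-GTP substrate / Incubation: enzyme reaction 120 min at 25 °C after 20 min preincubation / Measured by: FP of antibody-bound GDP Alexa 633 tracer, ex 620/em 688 nm / Replicates: singlicate, each compound tested once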
SMARCA2 act: increases SMARCA2 function in MMTV reporter cells; 370,000 tested, 1% active; AID 652017; MG213 cells, MMTV-luciferase reporter, dexamethasone, overnight; activation, % at 9.1 µM; in the data active = activation above about 7.8%;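 note: 0% = vehicle wells and 100% = reference activator wells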
HTRA1 inh: blocks human HTRA1 serine peptidase. Q92743. 340,000 tested, 0.5% active. inhibition, % at 5.96 µM. recombinant HTRA1, FP-rhodamine activity-based probe, fluorescence polarization; in the data active = inhibition above about 36%;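 note: 0% = enzyme with DMSO and 100% = wells lacking enzyme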
rCAG binder: molecules binding r(CAG) RNA repeats; r(CAG) RNA repeat, TO-PRO-1 dye displacement fluorescence; inhibition, % at 3 µM; 370,000 tested, 1.3% active;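 active = inhibition above the plate cutoff, the mean of all test compounds on that plate plus 3 SD, cut at about 35% in these data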;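 note: 0% = DMSO alone and 100% = 100 µM mitoxantrone as full dye displacement; higher means more dye released from RNA so lower well fluorescence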
mABHD4 FP: ABHD4 (mouse) inhibition, primary FP screen; 370,000 tested, 0.54% active; Q8VD66; purified mABHD4, FP-Rh probe fluorescence polarization; inhibition, % at 8.92 µM;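 active = inhibition exceeding the mean over every tested compound plus 3 SD, cut at about 30% in these data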;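 note: 0% = plate median of compound wells and 100% = S159A mutant with DMSO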
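assay system = mABHD4 protein | compound dosing = single nominal dose of 8.92 µM, 0.89% DMSO final | read-out basis = percent inhibition of probe binding, normalized to plate controls | schedule = Enzyme–compound pre-incubation 45 min, then probe 60 min, both 25 °C | detection = fluorescence polarization, excitation 525 nm, emission 598 nm, BODIPY TMR filters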
NR1D1 modulator: modulators of human Rev-erb alpha DNA binding; Rev-erbα–FITC-DNA binding, fluorescence polarization, 90 min; activity, % at 10 µM; 370,000 tested, 0.79% active;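 active = activity above about 14%, limit read from the data; passing the limit was not always enough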;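 note: 0% = DMSO wells with 35 nM protein and 100% = DMSO wells with 750 nM protein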
NPR2 activator: GC-B (human) receptor activation; P20594; HEK293-GC-B cells, CNP EC30, cGMP TR-FRET; 0% at EC30 CNP, 100% saturating CNP; activation, % at 10 µM; 370,000 tested, 0.11% active; AID 1920062;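 active = activation at 10 µM reaching about 35% in either raw or pattern-adjusted values, limit read from the data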
ASAP1 inh: blocks human ASAP1-stimulated Arf1 GTP hydrolysis | 360,000 tested, 0.19% active | Q9ULH1 | GDP FP detection | inhibition, % at 16.5 µM; in the data active = inhibition above about 25%;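 note: 0% = vehicle with enzyme and substrate and 100% = no enzyme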
PG9 Ab binder: PG9 antibody binding by small molecule. TR-FRET gp120-PG9 antibody binding. inhibition, % at 6.7 µM. 360,000 tested, 0.43% active; in the data active = inhibition above about 8.5%
NPR1 activator: GC-A (human) enzyme activation; P16066; HEK293 GC-A cells, cGMP TR-FRET, EC30 ANP; 0% at EC30 ANP, 100% saturating ANP; activation, % at 10 µM; 370,000 tested, 0.14% active; AID 1671463; in the data active = activation above about 40%
Target sequence (P16066 whole entry, looked up): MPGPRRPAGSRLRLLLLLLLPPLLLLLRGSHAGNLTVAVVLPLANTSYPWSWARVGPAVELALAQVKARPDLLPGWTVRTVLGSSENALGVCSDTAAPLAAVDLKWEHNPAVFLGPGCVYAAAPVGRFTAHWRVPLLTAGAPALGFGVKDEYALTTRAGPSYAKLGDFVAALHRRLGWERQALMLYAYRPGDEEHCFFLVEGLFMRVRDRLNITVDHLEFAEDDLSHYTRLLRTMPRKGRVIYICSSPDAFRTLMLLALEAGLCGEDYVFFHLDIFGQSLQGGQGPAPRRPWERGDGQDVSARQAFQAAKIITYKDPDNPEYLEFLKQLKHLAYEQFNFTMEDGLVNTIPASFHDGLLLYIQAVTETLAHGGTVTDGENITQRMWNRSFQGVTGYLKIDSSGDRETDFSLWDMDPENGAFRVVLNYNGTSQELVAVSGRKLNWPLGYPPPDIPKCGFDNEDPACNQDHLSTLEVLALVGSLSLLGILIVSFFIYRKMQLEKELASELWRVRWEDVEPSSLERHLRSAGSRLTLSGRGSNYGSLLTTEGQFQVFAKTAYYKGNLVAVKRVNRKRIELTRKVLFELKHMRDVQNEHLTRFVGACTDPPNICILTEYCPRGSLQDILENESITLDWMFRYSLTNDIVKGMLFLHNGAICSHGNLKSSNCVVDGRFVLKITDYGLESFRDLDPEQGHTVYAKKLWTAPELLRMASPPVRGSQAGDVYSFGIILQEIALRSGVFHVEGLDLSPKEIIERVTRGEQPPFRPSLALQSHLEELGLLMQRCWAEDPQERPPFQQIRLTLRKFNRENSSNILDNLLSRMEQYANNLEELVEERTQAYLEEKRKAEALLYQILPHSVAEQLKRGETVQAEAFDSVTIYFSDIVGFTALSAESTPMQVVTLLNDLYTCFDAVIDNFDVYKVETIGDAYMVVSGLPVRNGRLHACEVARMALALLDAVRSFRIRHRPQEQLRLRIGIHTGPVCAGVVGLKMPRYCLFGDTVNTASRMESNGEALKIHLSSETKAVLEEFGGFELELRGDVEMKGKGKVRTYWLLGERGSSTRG
The depositor's hits bear a star; . = not tested or not shown.

(1) CC(=O)NNS(=O)(=O)c1scc(S(=O)(=O)c2ccc(Cl)cc2)c1C
(2) CCCCCN(C(=O)NC(=O)Nc1ccccc1OC)S(C)(=O)=O
(3) CCOc1cc(C(=S)N2CCCCC2)ccc1OS(=O)(=O)c1ccc(Cl)cc1
(4) CC(CCc1ccccc1)NC(=O)CCC1CCCC1 (stereo unspecified)
(5) Cc1cc(C)n(C2CC(=O)N(c3ccc(C)c(Cl)c3)C2=O)n1 (stereo unspecified)
(6) CCOC(=O)c1sc(-n2[nH]c(C)cc2=O)nc1C
(7) O=C(c1ccc2[nH]c3c(c2c1)CCCC3)N1CCN(c2ccc(F)cc2)CC1
(8) CNC(=S)N/N=C/c1cn(CCOc2cccc(OC)c2)c2ccccc12
(9) O/N=C1\CCCc2oc3c(c21)CCCC3
(10) CCOC(=O)c1[nH]nc2c1C(=O)N(CC)C2=O
assay / compound	1	2	3	4	5	6	7	8	9	10
ASAP1 inh	-12	7	8	1	-9	7	17	-8	14	23
rCAG binder	2	-2	-3	-5	-1	78*	-4	10	-1	4
HTRA1 inh	-3	-13	-21	.	1	11	-8	4	4	7
PG9 Ab binder	-1.0	-0.9	-0.8	-2.0	1.8	0.5	-2.2	-0.3	-2.8	-1.6
ARFGAP1 inhibitor	7	2	9	1	13	1	-6	5	-4	-10
NR1D1 modulator	2	-2	6	3	1	-4	0	-1	-1	-5
mABHD4 FP	1	-3	-7	5	7	15	6	2	-3	2
NPR1 activator	5	6	-2	1	4	-1	1	19	0	-2
SMARCA2 act	-1	-2	2	-1	-3	-1	1	-3	-4	1
NPR2 activator	2	0	-12	-1	5	4	3	26	-4	-6

(11) Cc1cccc(C)c1-n1nnnc1C1c2ccccc2C(=O)N1CCc1ccccc1F (stereo unspecified)
(12) Cc1cc(C(=O)NC2CC(C)(C)Cc3c2cnn3-c2cccc(F)c2)nn1C (stereo unspecified)
(13) CCOc1cc(C#N)c(NC(=O)CSc2nnnn2-c2ccc(OC)cc2)cc1OCC
(14) NC(=O)CSc1nnnn1-c1ccc2c(c1)OCCO2
(15) COCCn1c(SCC(=O)Nc2ccc(S(=O)(=O)N(C)C)cc2)nc2ccccc21
(16) O=C(CCc1nnc2ccc(N3CCCCC3)nn12)NCc1ccco1
(17) Cc1ccc2c(c1)[C@H]1[C@H](CO2)[C@H](c2ccccc2)[C@]2(C)C(=O)Nc3ccccc3C(=O)N12
(18) Cc1ccc(S(=O)(=O)N2CCC(C(=O)N/N=C/c3ccccc3[N+](=O)[O-])CC2)cc1
(19) NS(=O)(=O)c1ccc(-n2nncc2C23CC4CC(CC(C4)C2)C3)cc1
(20) C[C@@H]1CN([C@H](C)CO)C(=O)CCCn2nncc2CO[C@H]1CN(C)S(=O)(=O)c1ccccc1
assay / compound	11	12	13	14	15	16	17	18	19	20
ASAP1 inh	13	-5	7	1	2	4	-5	-3	2	0
rCAG binder	2	-12	3	-1	0	-2	7	1	1	2
HTRA1 inh	.	-6	-7	3	-3	-1	-55	-6	-7	-5
PG9 Ab binder	-1.2	-0.7	-0.2	-0.5	0.6	-0.5	1.3	-0.7	-1.4	-2.2
ARFGAP1 inhibitor	-1	6	0	3	10	0	2	-8	-1	-6
NR1D1 modulator	0	2	-3	5	2	-3	0	-2	6	5
mABHD4 FP	6	3	-1	-1	-5	6	-23	3	-15	6
NPR1 activator	-5	-1	-8	-2	1	-6	-8	-13	1	0
SMARCA2 act	5	-4	1	1	-2	-1	-3	-4	-1	-1
NPR2 activator	-4	-7	-8	3	-4	-6	-9	-11	-1	3

(21) CN1CC[C@]23c4ccccc4N[C@H]1[C@]21CCN(C)[C@H]3Nc2ccccc21
(22) Nc1cccc(C(=O)OCC(=O)Nc2cccc3c2C(=O)c2ccccc2C3=O)c1
(23) CCCCn1c(N)c(N(CC(C)C)C(=O)c2ccc(-n3c(C)ccc3C)cc2)c(=O)[nH]c1=O
(24) N=c1oc2cc(O)ccc2cc1C(=O)Nc1nc2ccccc2s1
(25) C/C(CC(=O)Nc1cc(Cl)ccc1C)=N\NC(=O)C(=O)N1CCCC1
(26) COc1ccc(OCC(=O)N(Cc2sccc2C)C2CCS(=O)(=O)C2)cc1 (stereo unspecified)
(27) C/C(=N\NC(=O)CN(c1ccccc1Br)S(C)(=O)=O)c1cccs1
(28) CCCCCC(=O)Nc1ccc(N2CCN(S(C)(=O)=O)CC2)cc1
(29) Nc1ncnc2nc(-c3ccccc3)[nH]c12
(30) O=C(c1ccc(F)cc1)N1CCC(N2CCCCCC2)CC1
assay / compound	21	22	23	24	25	26	27	28	29	30
ASAP1 inh	5	-9	2	-14	15	0	5	8	-10	-18
rCAG binder	2	-3	1	3	6	-8	-5	0	4	0
HTRA1 inh	1	6	-5	3	6	3	4	-2	11	7
PG9 Ab binder	0.2	2.4	-1.1	-1.0	-1.7	0.5	-2.7	-2.8	-0.3	-0.5
ARFGAP1 inhibitor	-4	5	-6	11	17	8	0	-14	11	-10
NR1D1 modulator	-1	-13	5	0	-5	3	0	0	-7	-2
mABHD4 FP	5	12	8	3	-2	13	-8	0	1	9
NPR1 activator	-8	-5	1	6	3	-3	0	4	3	2
SMARCA2 act	-3	7	-1	-1	1	-2	4	-1	2	-4
NPR2 activator	-12	-5	4	-2	5	-1	-1	2	1	2

A draw from above in order of length of the SMILES, largest number first:
(21) CN1CC[C@]23c4ccccc4N[C@H]1[C@]21CCN(C)[C@H]3Nc2ccccc21
(26) COc1ccc(OCC(=O)N(Cc2sccc2C)C2CCS(=O)(=O)C2)cc1 (stereo unspecified)
(24) N=c1oc2cc(O)ccc2cc1C(=O)Nc1nc2ccccc2s1
assay / compound	21	26	24
ASAP1 inh	5	0	-14
rCAG binder	2	-8	3
HTRA1 inh	1	3	3
PG9 Ab binder	0.2	0.5	-1.0
ARFGAP1 inhibitor	-4	8	11
NR1D1 modulator	-1	3	0
mABHD4 FP	5	13	3
NPR1 activator	-8	-3	6
SMARCA2 act	-3	-2	-1
NPR2 activator	-12	-1	-2

Among those listed so far, these have an aryl thioether with sulfur outside any ring:
(13) CCOc1cc(C#N)c(NC(=O)CSc2nnnn2-c2ccc(OC)cc2)cc1OCC
(14) NC(=O)CSc1nnnn1-c1ccc2c(c1)OCCO2
(15) COCCn1c(SCC(=O)Nc2ccc(S(=O)(=O)N(C)C)cc2)nc2ccccc21
assay / compound	13	14	15
ASAP1 inh	7	1	2
rCAG binder	3	-1	0
HTRA1 inh	-7	3	-3
PG9 Ab binder	-0.2	-0.5	0.6
ARFGAP1 inhibitor	0	3	10
NR1D1 modulator	-3	5	2
mABHD4 FP	-1	-1	-5
NPR1 activator	-8	-2	1
SMARCA2 act	1	1	-2
NPR2 activator	-8	3	-4

New compounds follow.
(31) CC(=O)Nc1ccc(OS(=O)(=O)c2ccc([N+](=O)[O-])cc2)cc1
(32) COC(=O)C1=C(C)OC(N)=C(C#N)C1c1ccccc1 (stereo unspecified)
(33) Cc1cc(Cl)cc(Cl)c1CNc1c([N+](=O)[O-])c(=O)oc2ccccc12
(34) Cc1ccc(OCC(=O)NS(=O)(=O)c2ccc(Cl)cc2)cc1
(35) CCc1nnc(NC(=O)Cc2ccc(S(=O)(=O)N3CCCCC3)cc2)s1
(36) O=C(NNC(=O)C1CC1c1ccccc1)Nc1ccccc1 (stereo unspecified)
(37) Cc1ccc(Cn2cccc(NC(=O)NCc3ccccc3)c2=O)cc1
(38) COc1ccc(CNC(=O)C2CCN(C(=O)[C@@H](CC(C)C)NC(=O)OC(C)(C)C)CC2)cc1
(39) O=C(NCc1ccccn1)c1ccc(Cn2c(=S)[nH]c3ccccc3c2=O)cc1
(40) COc1ccc(SC[C@H](C)CN2CC[C@H](C(C)(C)C)CCC2=O)cc1
assay / compound	31	32	33	34	35	36	37	38	39	40
ASAP1 inh	-24	4	-4	-7	-14	-3	1	-4	15	-5
rCAG binder	-2	-1	4	5	0	-1	-3	-2	-3	-4
HTRA1 inh	1	-3	0	6	-7	3	-10	-5	2	-33
PG9 Ab binder	1.2	0.6	0.8	-1.0	-0.2	2.9	0.9	2.1	-2.6	0.4
ARFGAP1 inhibitor	15	-14	-2	-2	3	5	-9	-1	-11	4
NR1D1 modulator	2	-3	2	3	4	0	2	0	0	-2
mABHD4 FP	4	8	6	7	2	1	-5	6	-5	5
NPR1 activator	-2	-1	-3	0	-2	-2	-3	4	-3	-1
SMARCA2 act	-1	1	1	-1	1	-2	-2	-7	-2	-3
NPR2 activator	-4	-4	1	-1	3	4	1	-4	-6	-4

(41) CC(C)CCNC(=O)CN(Cc1ccccc1)C(=O)CCC(=O)Nc1nccs1
(42) O=C(NCc1ccc(OC(F)(F)F)cc1)C1CC(c2ccccc2C(F)(F)F)=NO1 (stereo unspecified)
(43) N#CCSCC(=O)Nc1ccccc1
(44) O=C(N1CCCCC1)C1(c2ccccc2)CCOCC1
(45) O=C(CC12CC3CC(CC(C3)C1)C2)NC(=S)Nc1ccc(CN2CCOCC2)cc1
(46) Cc1ccc(CCNC(=O)CCS(=O)(=O)c2ccc3nc(C)sc3c2)cc1
(47) Cc1ccc(Cn2cc(CN3[C@@H](Cc4ccccc4)COc4cc(Br)ccc4S3(=O)=O)nn2)cc1
assay / compound	41	42	43	44	45	46	47
ASAP1 inh	8	-7	-5	1	-2	0	.
rCAG binder	-8	-2	-3	-2	-2	-3	1
HTRA1 inh	0	-11	0	1	-1	12	.
PG9 Ab binder	0.3	1.8	0.6	0.8	-1.7	-0.7	.
ARFGAP1 inhibitor	-3	10	-1	4	-1	-5	.
NR1D1 modulator	-2	-2	1	0	-6	1	8
mABHD4 FP	-13	-3	8	-3	1	-6	4
NPR1 activator	2	1	-2	3	-5	-2	-1
SMARCA2 act	-1	-1	0	1	0	-2	-2
NPR2 activator	0	1	6	-1	-1	-2	9
